Screens deposited in PubChem BioAssay by several laboratories.
bIAP activator: intestinal alkaline phosphatase (bovine) activation; hit rate 0.17% among 200,000; purified bovine IAP, CDP-star luminescence, 30 min; active compounds read high; fold of DMSO-control signal, blank-subtracted; AID 1016; activation factor at 20 µM;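 active = activation factor of 2 or more at 20 µM, a signal rise over negative controls twice the positive control's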
FLuc stim CS: affects firefly luciferase, flagging false hits in luciferase stimulation screens | 200,000 tested, under 10 active | AID 1027 | P08659 | ATPlite luciferase biochemical, luminescence, 10 min; 0 = ATP-free wells, 1 = DMSO control | activation factor at 10 µM;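 active = luciferase activation factor, scaled between plate controls, of at least 2 with compound at 10 µM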
Target sequence (P08659 whole entry, looked up): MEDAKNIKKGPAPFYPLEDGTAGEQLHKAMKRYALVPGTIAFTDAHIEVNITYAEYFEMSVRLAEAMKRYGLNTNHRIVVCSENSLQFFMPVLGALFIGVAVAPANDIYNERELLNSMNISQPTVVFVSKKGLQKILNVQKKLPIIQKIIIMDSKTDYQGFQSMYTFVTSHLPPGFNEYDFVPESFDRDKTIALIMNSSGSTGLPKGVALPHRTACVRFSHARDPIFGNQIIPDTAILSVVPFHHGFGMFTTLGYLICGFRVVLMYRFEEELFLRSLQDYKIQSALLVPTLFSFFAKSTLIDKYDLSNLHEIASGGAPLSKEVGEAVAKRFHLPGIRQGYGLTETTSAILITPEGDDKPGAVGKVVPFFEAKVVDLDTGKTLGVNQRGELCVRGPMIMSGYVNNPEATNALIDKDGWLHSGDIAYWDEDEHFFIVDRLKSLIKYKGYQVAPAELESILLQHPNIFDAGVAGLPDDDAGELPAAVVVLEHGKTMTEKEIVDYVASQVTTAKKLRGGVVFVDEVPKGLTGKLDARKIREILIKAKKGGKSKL
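System: Luciferase/luciferin detection reagent, cell-free biochemical luciferase assay | Medium: PBS buffer for ATP | Dosing: Test compounds dosed from 2 mM stocks in 100% DMSO | Timing: 10 min at ambient temperature | Signal: Luminescence measurement of luciferase light output | Evaluation: Luciferase activation, seen as luminescence increase over controls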
FLuc inhib CS: counter-screen for luciferase assay inhibitors: firefly luciferase inhibition; P08659; inhibition, % at 10 µM; ATPLite firefly luciferase biochemical luminescence, 10 min; AID 1006; hit rate 1.5% among 200,000;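 active = inhibition above about 50% when tested at 10 µM, limit read from the data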
APP 5'UTR act: activates APP 5'UTR luciferase reporter; SH-SY5Y APP 5'UTR luciferase reporter, luminescence; zero percent = DMSO vehicle wells; activation, % at 2 µM; hit rate 1% among 190,000;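 active = activation above a set limit, based on mean plus 3 SD of controls, cut at about 140% in these data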; also: values of inactives mirror those of a sister screen read the other way
TNAP act hiacc: increases human TNAP activity under high phosphate acceptor concentration | purified TNAP, CDP-star luminescence, 1 M DEA, 30 min; active compounds read high; 0 = EDTA background, 1 = DMSO-only activity | activation factor at 20 µM | 200,000 tested, under 10 active;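 active = activation factor at least 2 at 20 µM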
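Assay system: human TNAP; Input: enzyme diluted 1/800 final; Reagent: CDP-star luminogenic substrate at 100 µM final; Timing: 30 min, room temperature; Signal: luminescence; Evaluation: TNAP activation factor scaled between EDTA and DMSO control wells.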
TNAP inh hiacc: inhibitors of human TNAP at high phosphate acceptor concentration; P05186; purified TNAP, CDP-star luminescence, 1 M DEA; inhibition, % at 20 µM; hit rate 0.03% among 200,000; AID 1135;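 active = over 50% inhibition of tissue-nonspecific alkaline phosphatase at 20 µM in the single-dose screen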;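 also: plate controls were DMSO wells for no effect and EDTA-quenched wells as full inhibition for full effect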
NF-kB expr up: compounds increasing NF-kB expression in human neuronal cells | NF-kB reporter expression; active compounds read high | fold change at 12.5 µM | hit rate 1.6% among 190,000 | AID 1239; in the data active = fold change above about 3.3
PMI act hi M6P: PMI (human) activation, high substrate. P34949. coupled PMI enzyme assay, resazurin fluorescence, 20 min; active compounds read high; 1 = untreated enzyme, 0 = substrate-free blank. activation factor at 20 µM. hit rate 0.34% among 190,000. AID 1216;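 active = activation factor of 2 or more at 20 µM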
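assay system = human phosphomannose isomerase with PGI, G6PDH, diaphorase coupling enzymes | quantity = 15 ng/mL PMI | incubation = enzyme reaction with compound 20 min at room temperature | medium = HEPES pH 7.4 buffer with MgCl2 and Tween-20 | compound dosing = one concentration, 20 µM, in 1% DMSO | measured by = Diaphorase-driven resazurin-to-resorufin fluorescence, excitation 544, emission 590 nm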
TNAP inh noacc: blocks human TNAP activity with no phosphate acceptor present | P05186 | inhibition, % at 20 µM | purified TNAP, CDP-star luminescence, 30 min | AID 1012 | hit rate 0.26% among 200,000;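 active = tissue-nonspecific alkaline phosphatase inhibition above about 50% at 20 µM in the single-dose screen, limit read from the data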;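 also: 0% = DMSO negative control and 100% = EDTA positive control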
PMI activator: increases human mannose-6-phosphate isomerase activity. AID 1214. hit rate 0.005% among 190,000. purified human PMI, coupled resazurin fluorescence, 20 min; active compounds read high; 1 = vehicle control, 0 substrate-free wells. activation factor at 20 µM;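 active = activation factor of 2 or more at 20 µM, relative to plate controls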
* hit, by the source's call; nt = no result given.

mol	bIAP activator	FLuc stim CS	FLuc inhib CS	APP 5'UTR act	TNAP act hiacc	TNAP inh hiacc	NF-kB expr up	PMI act hi M6P	TNAP inh noacc	PMI activator
CC(NC(=O)Cc1cccs1)c1ccccc1 (stereo not drawn)	1	1.1	-7	13	1.1	-6	1.1	0.9	-11	0.9
CC(OC(=O)c1ccc(S(=O)(=O)N(C)c2ccccc2)cc1)C(=O)NCCC1=CCCCC1 (stereo not drawn)	1.1	1	1	-4	1	4	0.97	1	-4	0.8
C/C(N)=C(/C#N)C(=O)CSc1nc2cc(Cl)ccc2c(=O)n1-c1ccc(C)cc1	0.7	1	-1	-12	1	3	0.99	1	-6	0.9
O=C(O)CCCCCn1c(SCC(=O)c2ccc(O)c(O)c2)nc2ccsc2c1=O	0.6	1	-4	7	0.7	28	1	1.1	94*	0.7
N/C(=N\OC(=O)N1CCOCC1)c1ccc(Cl)cc1	1	0.9	14	21	1	1	1.4	0.8	-3	0.8
CC(C)(C)c1ccc(S(=O)(=O)N2CCN(CCC#N)CC2)cc1	0.8	1.1	-9	21	1	-3	0.81	0.8	2	0.9
Cc1nc(SCC(N)=O)[nH]c(=O)c1CCC(C)C	0.9	1.1	-6	5	1	-4	1	1	-7	1
Nc1nnc(Cc2ccc(Cl)cc2)s1	0.9	1	-2	17	1	1	1.1	0.9	-7	0.9
CCOC(=O)c1cnn(-c2ccc(C(F)(F)F)cn2)c1N	0.9	1	3	28	1	-4	2.6	1	0	1
O=C(NCCN1CCOCC1)c1ccc2c(c1)N(Cc1ccccc1)C(=O)CS2	0.9	1	-4	2	1	1	0.81	1	-8	1
O=C(CSCc1ccc(Cl)cc1)NN=C1CCCCCC1	0.8	1	-4	-8	1	2	1	1	-4	0.9
CCOC(=O)CCn1nc(-c2ccc(C)cc2)c2ccccc2c1=O	1.1	1.1	-10	-11	1	-5	1	1	-4	0.9
COc1ccc(CNC(=O)CSc2ncnc3nc[nH]c23)cc1	1	1.1	-6	-2	1.1	-6	0.92	0.9	-1	0.9
O=c1cc(Cl)[nH]c(=O)n1CCNc1ncc(C(F)(F)F)cc1Cl	1.1	0.8	18	21	1	2	2	1	-8	0.9
CC1(C)Cc2c(c(-c3ccccc3Cl)[nH]c(=O)c2C#N)CO1	0.9	1.1	-6	18	1.1	-8	1.3	1	-4	1
CCCCCNC(=O)CSC1=N/C(=C\c2ccc(Cl)c(Cl)c2)C(=O)N1CC	0.6	1.1	-10	nt	1	0	1.2	1	2	1.1
COc1cccc(NC(=O)N(CCCN2CCOCC2)C(C)c2cc3ccccc3o2)c1 (stereo not drawn)	1	1.1	-6	4	1	-1	0.86	1	-17	1
N#CC(C#SN)=C1CCCCC1	1.5	1	1	-11	1	-3	0.99	1	-50	1.2
CC(=O)C1(C)OC(N)=C(C#N)C(c2ccccc2)C1(C#N)C#N (stereo not drawn)	1	1	-3	-3	0.9	8	0.99	1.5	-10	1.2
CCCCNC(=O)c1sc(=S)n(-c2ccccc2OC)c1N	0.9	1	4	-14	1	0	1.2	1	-9	0.9
CCCN(Cc1ccccc1)C(=S)Nc1ccc(OC(F)F)cc1	1	1	0	13	1	-2	0.99	1.1	-14	0.9
C=CCOc1ccc(CNc2ccc3[nH]c(=O)[nH]c3c2)cc1OCC	1	1.1	-6	-10	1	-2	1.2	nt	-10	nt
C=CCOc1ccc(CNC(C)(C)CO)cc1OCC	1	1	3	5	1	0	1.1	0.9	-6	1
O=C(CSc1nc(-c2ccc(F)cc2)cs1)Nc1ccccn1	0.9	1	-2	-6	1	3	0.95	0.9	-10	0.9
COCCN1CC(O)=C(c2nc3ccccc3c(=O)[nH]2)C1=N	0.5	1	0	14	1	1	0.69	0.9	13	0.9
N#C/C(=C1/CCCCCN1)c1nnc2n1CCCCC2	0.9	1.1	-8	-4	1	0	1	1	-1	1
CCn1c(SCC(=O)c2cccs2)nnc1-c1cccs1	1	1	1	23	1	-3	1.9	1.1	-12	1.1
Cc1c(C(c2ccccc2O)c2c(C)n(C)n(-c3ccccc3)c2=O)c(=O)n(-c2ccccc2)n1C	1.2	1	1	1	1	2	1	0.9	-2	0.9
COc1cccc(-c2c[nH]c(=O)[nH]c2=O)c1	0.9	1.1	-8	5	1.1	-9	1.2	1	-11	0.9
O=C(Nc1cc(C(F)(F)F)ccc1Cl)c1cc(C2CC2)on1	1	1.1	-8	4	1.1	-5	0.98	1	-11	1

Fetched one by one from the entries so far:
mol	bIAP activator	FLuc stim CS	FLuc inhib CS	APP 5'UTR act	TNAP act hiacc	TNAP inh hiacc	NF-kB expr up	PMI act hi M6P	TNAP inh noacc	PMI activator
CC(=O)C1(C)OC(N)=C(C#N)C(c2ccccc2)C1(C#N)C#N (stereo not drawn)	1	1	-3	-3	0.9	8	0.99	1.5	-10	1.2
COCCN1CC(O)=C(c2nc3ccccc3c(=O)[nH]2)C1=N	0.5	1	0	14	1	1	0.69	0.9	13	0.9
CCCN(Cc1ccccc1)C(=S)Nc1ccc(OC(F)F)cc1	1	1	0	13	1	-2	0.99	1.1	-14	0.9
CCOC(=O)CCn1nc(-c2ccc(C)cc2)c2ccccc2c1=O	1.1	1.1	-10	-11	1	-5	1	1	-4	0.9
N#C/C(=C1/CCCCCN1)c1nnc2n1CCCCC2	0.9	1.1	-8	-4	1	0	1	1	-1	1
O=C(Nc1cc(C(F)(F)F)ccc1Cl)c1cc(C2CC2)on1	1	1.1	-8	4	1.1	-5	0.98	1	-11	1

Next part:
mol	bIAP activator	FLuc stim CS	FLuc inhib CS	APP 5'UTR act	TNAP act hiacc	TNAP inh hiacc	NF-kB expr up	PMI act hi M6P	TNAP inh noacc	PMI activator
COc1ccc(Cl)cc1C(=O)NNC1CC(=O)N(Cc2ccc(Cl)cc2)C1=O (stereo not drawn)	1.1	1	-4	-8	1	2	0.94	0.9	1	0.9
COc1ccc2cc(Br)ccc2c1CC(=O)NC(C)C	1	1.1	-8	-9	1	-5	1.1	nt	-11	nt
COc1ccc(CN(Cc2ccccn2)C(=O)CN2C(=O)C(C)Oc3ccccc32)cc1 (stereo not drawn)	1	1	-5	-16	1	-2	0.61	1.1	-14	1
Cc1cc(OCC(=O)N(C(C)C)C(C)C)ccc1Cl	1.3	1	-3	9	1.1	-6	0.99	1	-17	1
CCOC(=O)C1=C(C)NC(=O)NC1c1ccc(OCC(=O)OC)c(OC)c1 (stereo not drawn)	1	1	-5	-24	1	-4	1.1	0.9	-9	1
O=C(NCCN1CCCC1)C1CCN(S(=O)(=O)N2CCC3(CC2)OCCO3)CC1	1	1	-4	-6	1.1	-7	1.2	1.1	-19	1
Cc1ccc(NC(=O)Nc2sc(=S)n(C)c2C)cc1	1	1.1	-5	6	1	2	0.98	1	-6	1
CCOC(=O)c1sc(=S)n(-c2cccc(C(F)(F)F)c2)c1SC	0.9	1.1	-10	12	1	0	1.1	1	-4	1
CCOC(=O)c1cc(NC(=O)N(CC)CC)c(C)nc1C	0.9	1	-2	-13	1.1	-6	1	1.1	-18	1.1
CCOC(=O)c1cc(C)sc1NC(=O)CCC(=O)O	0.9	1	0	-15	1	3	1.2	1	-4	1
COc1ccccc1NS(=O)(=O)c1cc(NC(=O)Cn2cnc3c2c(=O)n(C)c(=O)n3C)ccc1C	0.9	1	-5	-20	1	-4	0.86	1	12	1.1
COc1ccc(S(=O)(=O)Nc2ccc(O)c3ccccc23)cc1	0.7	1	-1	-9	1	-2	0.73	1.1	7	0.9
CCSc1n[nH]c(=S)s1	1	1	0	-3	1.1	-6	1.2	0.6	-14	0.2
Cc1ccc(S(=O)(=O)Nc2ccc(NC(=O)Nc3ccc(F)cc3F)cc2)cc1	0.9	1.1	-5	19	1	2	1	1	-16	0.8
O=C(CCNS(=O)(=O)c1ccc(Br)s1)NC1CCCC1	0.9	1	0	4	1	0	1.3	1.1	-14	1.1
OCCCCNc1cccc2ccccc12	1	1	-3	-2	1	2	1.2	0.9	-5	0.6
CC(C)(C)c1ccc(OCC(=O)N/N=C/c2cc(Br)ccc2OC(=O)c2ccco2)cc1	0.8	1	1	9	1.1	-8	1.1	0.9	-14	0.9
COC(=O)C1CCN(C(=O)C23CCC(C)(C(=O)O2)C3(C)C)CC1 (stereo not drawn)	1.1	1	-2	5	1	-5	1.2	1	-12	1.1
O=C(NC(=S)NCC1CCCO1)c1cccs1 (stereo not drawn)	1.1	1	-3	11	1	0	1.5	1	-21	1
CC(C)c1ccc(C(=O)N2CCN(CCO)CC2)cc1	1	1.1	-5	-10	1	-3	1.1	1	3	1.1
COc1ccc(CCN2C(=O)c3cccc4cccc(c34)C2=O)cc1OC	0.9	1	-3	1	1	-1	0.95	1	-8	1
COc1ccc(S(=O)(=O)N2CCC(C(=O)NCc3ccco3)CC2)cc1	1	1.1	-7	7	1.1	-5	0.94	1	-2	1
O=C(CSCc1ccccc1Cl)Nc1ccc2c(c1)OCCO2	0.9	0.9	7	137*	1	2	2	0.9	-2	0.9
